Bioassay records: PubChem, National Center for Advancing Translational Sciences (NCATS)
AT treatment: potential ataxia-telangiectasia treatments restoring KAP-1 phosphorylation; 0.19% of 320,000 active; Potency, µM (top dose mostly 57.5 µM), for the others: top-dose activation, most hits filed as activators; AID 485349; […] A-T fibroblasts, KAP-1 phosphorylation AlphaLISA; neocarzinostatin DNA damage 30 min before lysis; also: potency is read from the fitted curve at half-maximal effect; % of control where 0% means no effect; nearly all actives have a fitted effect of over 45% in size
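ATM-like activity read as KAP-1 phosphorylation via AlphaLISA donor/acceptor antibody pairs after lysis and 6 hr at 25C. Cells were ATM-null patient fibroblasts ([…], hTERT), dosed 60 min, then exposed to the DSB inducer NCS for 30 min.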
p53 reactivator: restores transcriptional activity of mutant p53. Potency, µM (series often up to 92.2 µM), inactives show top-dose activity change, positive = activation, hits mostly activators. 0.063% of 320,000 active. H1299 p53-A138V BP100-luciferase reporter, luminescence, 24 h; also: potency is read from the fitted curve at half-maximal effect; % of control where 0% means no effect; nearly all actives have a fitted effect of over 45% in size
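H1299 (p53-null), stable ts p53-A138V + BP100-Luc; 1000 cells/well, Opti-MEM/10% FBS; cpd 4 pt, 1:5; 24 h, 37 deg C, 5% CO2; detection reagent 10 min RT; luminescence.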
TRPV1 agonist: human TRPV1 agonism; activation, % at 8.33 µM; TRPV1-expressing cells, Fluo-8 calcium influx, agonist mode; Q8NER1; AID 540275; 0.19% of 320,000 active; in the data active = activation above about 80%; inconclusive = between about 30% and that limit; also: 0% is about no effect
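Fluo-8 calcium influx in TRPV1-expressing cells, kinetic read (ex 480/em 520 nm). Compound added and read 3 min for agonist activity, followed by capsaicin at EC20 final and 2 min further read for enhancement.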
MLL CXXC-DNA inh: blocks binding of human MLL CXXC domain to DNA; MLL-CXXC / FITC-HOXA9 DNA fluorescence polarization; Q03164; AID 2662; Potency, µM (top dose mostly 115 µM), for the others: at the highest dose activity change, negative = inhibition, usual class: inhibitors; 0.037% of 290,000 active; active = well fitted inhibition curve with a large enough effect in the polarisation, with a control signal flat, not every such curve was filed as active; inconclusive = small, poorly fitted or top-dose-only effect, or effect the other way, or a change in a side signal; inactive = no such curve, though single readings can be large or run the other way; the % refers to the polarisation; also: potency is read from the fitted curve at half-maximal effect
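Steps: dispense CXXC domain solution (7 uM) → pin compounds or unlabeled HOX-A9 DNA control → 5 min ambient → add FLSN-HOX-A9 solution (50 nM) → spin → 30 min ambient → fluorescence polarization. Tris pH 7.5/NaCl/DTT/BSA buffer.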
B2AR arrestin: recruits beta-arrestin to the human beta2-adrenergic receptor; P07550; beta-arrestin recruitment to beta2AR, cell-based reporter; Potency, µM (series often up to 46.1 µM), without a hit: top-dose activation, hits mostly activators; 0.02% of 330,000 active; AID 492947;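 also: potency is read from the fitted curve at half-maximal effect; 0% = DMSO controls and full agonism = EC100 isoproterenol or metaproterenol; nearly all actives have a fitted effect of over 65% in size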
Target sequence (P07550 whole entry, looked up): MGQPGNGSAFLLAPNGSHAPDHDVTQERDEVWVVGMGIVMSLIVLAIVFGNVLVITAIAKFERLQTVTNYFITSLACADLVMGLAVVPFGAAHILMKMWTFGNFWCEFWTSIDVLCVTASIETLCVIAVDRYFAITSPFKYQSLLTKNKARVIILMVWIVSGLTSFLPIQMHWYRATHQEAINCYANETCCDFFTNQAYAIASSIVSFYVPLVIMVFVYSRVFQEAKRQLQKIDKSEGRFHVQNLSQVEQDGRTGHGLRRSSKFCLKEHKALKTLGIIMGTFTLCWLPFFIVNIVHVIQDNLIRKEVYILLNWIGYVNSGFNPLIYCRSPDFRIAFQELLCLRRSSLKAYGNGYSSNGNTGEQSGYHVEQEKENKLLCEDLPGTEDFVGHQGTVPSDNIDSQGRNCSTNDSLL
BRCA1 expr act: increases BRCA1 expression. MCF7-BRCA1-FFLuc reporter, luminescence, 48 h; response scale: scaled: vehicle 0%, 10 µM genistein 100%. Potency, µM (highest dose often 46.1 µM), for inactives: at the highest dose activation, actives largely listed as activators. 1.1% of 380,000 active. AID 624202; also: potency is read from the fitted curve at half-maximal effect; nearly all actives have a fitted effect of over 80% in size; some results filed as inactive show a strong effect at the top dose
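Quantitative HTS in MCF7 cells stably reporting BRCA1 expression via firefly luciferase. Compound treatment lasts 48 h at 37 °C in phenol-red free MEM. Activation is expressed relative to genistein at 10 microM and DMSO.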
ELG1 repair inh: ELG1-dependent DNA repair inhibition. HEK293T ELG1-luciferase reporter, luminescence, 16 h; DNA damage induced by 5-fluorouridine. AID 504467. 2.3% of 330,000 active. Potency, µM (highest dose often 46.1 µM), for inactives: at the top dose activity change, negative = inhibition, most hits filed as inhibitors; also: potency is read from the fitted curve at half-maximal effect; % is scaled to controls: 0 for no effect and ±100 for the full control effect; nearly all actives have a fitted effect of over 55% in size
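Cells (2,000 per well) received 5-fluorouridine plus test compound or DMSO and were incubated 16 hr at 37 °C, 5% CO2. Luciferase activity was read by luminescence 30 min after ONE-Glo addition; signal suppression marked inhibition of damage-induced ELG1 function.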
TCR activator: activators of T cell receptors | Potency, µM (series often up to 9.22 µM), without a hit: at the highest dose activation of IL-2 secretion, actives largely listed as activators | primary human leukocytes, anti-CD3, IL-2 HTRF, 48 h | AID 504894 | 330,000 tested, under 10 active; also: % of control where 0% means no effect
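Primary human leukocytes incubated 48 hr with anti-CD3 beads plus compound, without co-stimulation. Secreted IL-2 measured by HTRF (europium cryptate/d2 anti-IL-2 pair, 320 nm excitation, 665 nm emission).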
a7 integrin act: activates integrin-mediated alleviation for muscular dystrophy | alpha7betagal myoblasts, beta-gal FDG fluorescence, 48 h | Potency, µM (highest dose often 38.3 µM), inactives show at the top dose activation, most hits filed as activators | 0.064% of 350,000 active | AID 624291;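 also: potency is read from the fitted curve at half-maximal effect; 100% = response of the positive control SU9516; nearly all actives have a fitted effect of over 60% in size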
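Alpha7betagal+/- myoblasts (passage 13) were plated 16-24 hr, then exposed to compounds (1:260 dilution of DMSO stock) for 48 hours at 37C. After MPER lysis, β-galactosidase reporter activity was read as FDG fluorescence (ex 480/em 540) after 30 minutes.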
TSG101-PTAP inh: blocks PTAP/TSG101 interaction to inhibit HIV-1 budding; Fluorescence polarization, FITC-PTAP peptide / Tsg101 binding; Potency, µM (titrated, usually from 115 µM), for inactives: top-dose activity change, negative = inhibition, most hits filed as inhibitors; 340,000 tested, under 10 active; Q99816; active = well fitted inhibition curve with a large enough effect in the main read-out, with a control signal flat, not every such curve was filed as active; inconclusive = small, poorly fitted or top-dose-only effect, or effect the other way, or a change in a side signal; inactive = no such curve, though single readings can be large or run the other way; also: potency is read from the fitted curve at half-maximal effect; % of control where 0% means no effect
Target sequence (Q99816 whole entry, looked up): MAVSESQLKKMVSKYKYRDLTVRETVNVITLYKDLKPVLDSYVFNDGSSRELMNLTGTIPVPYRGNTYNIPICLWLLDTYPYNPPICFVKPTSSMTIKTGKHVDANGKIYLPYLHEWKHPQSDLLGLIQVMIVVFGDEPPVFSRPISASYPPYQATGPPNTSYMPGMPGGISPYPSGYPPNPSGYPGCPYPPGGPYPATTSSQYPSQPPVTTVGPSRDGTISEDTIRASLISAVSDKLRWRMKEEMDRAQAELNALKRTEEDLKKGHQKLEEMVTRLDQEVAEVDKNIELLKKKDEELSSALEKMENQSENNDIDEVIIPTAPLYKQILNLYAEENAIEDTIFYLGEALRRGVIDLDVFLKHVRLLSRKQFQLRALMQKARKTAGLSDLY
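FP read-out: FITC-PTAP peptide, 50 nM final, binding Tsg101 binding domain, 10 uM final; 20 min, r.t.; 10 mM HEPES pH 7.5, 0.15 M NaCl, 0.01% Tween 20, 3 mM EDTA, 0.1 mM TCEP.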
The depositor's hits bear a star; [ ] = another dose, or the depositor's remark. Unless noted, calls follow the shape of the dose curve; as a rule, active = well fitted curve in the direction sought with a large enough effect; inconclusive = small, poorly fitted or top-dose-only effect, or another doubt; inactive = no such curve, though single readings can be large; an effect the other way counts as inactive or inconclusive.

Cc1ccc(CNS(=O)(=O)c2ccc3c(c2)NC(=O)C(C)S3)cc1 (centres undefined) was read as AT treatment 7%, p53 reactivator -8%, TRPV1 agonist 13, MLL CXXC-DNA inh 5%, B2AR arrestin -0.3%, BRCA1 expr act -11%, ELG1 repair inh 0%, TCR activator 5%, a7 integrin act -6% and TSG101-PTAP inh -6%.
`c1ccc2c(c1)CCN(C1=Nc3cccc4cccc1c34)C2` gave AT treatment -2%, p53 reactivator -2%, TRPV1 agonist 1, MLL CXXC-DNA inh -16%, B2AR arrestin 0.0%, BRCA1 expr act 66%, ELG1 repair inh inconclusive, TCR activator 10%, a7 integrin act -18% and TSG101-PTAP inh -3%.
Screening Cc1ccc(-c2nnn(CC(=O)N(CC(=O)NC3CCCCC3)c3cccc(F)c3)n2)o1 returned AT treatment -6%, p53 reactivator 5%, TRPV1 agonist 1, MLL CXXC-DNA inh -7%, B2AR arrestin -0.9%, BRCA1 expr act -17%, ELG1 repair inh 6%, TCR activator -4%, a7 integrin act 30% and TSG101-PTAP inh -2%.
Screening OC(CNC1Cc2ccccc2C1)c1ccccc1 (centres undefined) returned AT treatment -1%, p53 reactivator -7%, TRPV1 agonist 2, MLL CXXC-DNA inh 12%, B2AR arrestin -0.1%, BRCA1 expr act -2%, ELG1 repair inh -2%, TCR activator 2%, a7 integrin act 0% and TSG101-PTAP inh -2%.
`C=CCOc1cccc(C2C(C(=O)c3cc4ccccc4o3)=C(O)C(=O)N2c2cc(C)on2)c1` (centres undefined) gave AT treatment 4%, p53 reactivator inconclusive, TRPV1 agonist -1, MLL CXXC-DNA inh 10%, B2AR arrestin 0.1%, BRCA1 expr act -10%, ELG1 repair inh 2%, TCR activator 4%, a7 integrin act 13% and TSG101-PTAP inh -8%.
For CCn1cc(C(=O)NC2CCCCC2)c(=O)c2ccc(C)nc21 the results were AT treatment 6%, p53 reactivator 1%, TRPV1 agonist 11, MLL CXXC-DNA inh 1%, B2AR arrestin 0.0%, BRCA1 expr act 5%, ELG1 repair inh 8%, TCR activator 7%, a7 integrin act 6% and TSG101-PTAP inh 0%.
Screening COc1ccc(-n2cc(CNC3CCN(C)CC3)c(-c3cccc(F)c3)n2)cc1 returned AT treatment -12%, p53 reactivator 9%, TRPV1 agonist 10, MLL CXXC-DNA inh -2%, B2AR arrestin -0.9%, BRCA1 expr act -61%, ELG1 repair inh 0%, TCR activator 0%, a7 integrin act -55%[inhibitor] and TSG101-PTAP inh -2%.
Screening CN(CC(=O)NC1CCCCCC1)S(=O)(=O)c1ccc2c(c1)n(C)c(=O)c(=O)n2C returned AT treatment -6%, p53 reactivator -5%, TRPV1 agonist 2, MLL CXXC-DNA inh -3%, B2AR arrestin -0.8%, BRCA1 expr act -15%, ELG1 repair inh 0%, TCR activator 6%, a7 integrin act -12% and TSG101-PTAP inh -3%.
Screening O=C(N/N=C1\CC2CC=CC12)c1ccccc1Cl (centres undefined) returned AT treatment 9%, p53 reactivator 2%, TRPV1 agonist -1, MLL CXXC-DNA inh 0%, B2AR arrestin 0.2%, BRCA1 expr act 5%, ELG1 repair inh -1%, TCR activator -12%, a7 integrin act inconclusive and TSG101-PTAP inh -11%.
Screening O=C(N1CCCCCC1)N1CCN(S(=O)(=O)N2CCCCC2)CC1 returned AT treatment -6%, p53 reactivator 2%, TRPV1 agonist 12, MLL CXXC-DNA inh -1%, B2AR arrestin -0.4%, BRCA1 expr act 1%, ELG1 repair inh 10%, TCR activator 1%, a7 integrin act -6% and TSG101-PTAP inh -6%.
`C/C(=N\OCC(=O)O)c1ccc(Cl)cc1` gave AT treatment 7%, p53 reactivator 11%, TRPV1 agonist 2, MLL CXXC-DNA inh -3%, B2AR arrestin 0.2%, BRCA1 expr act 3%, ELG1 repair inh -11%, TCR activator -3%, a7 integrin act 35% and TSG101-PTAP inh 4%.
Screening CCOCCCNC(=O)C1CCN(C(=O)Nc2ccc(C)cc2)CC1 returned p53 reactivator 6%, TRPV1 agonist 6, MLL CXXC-DNA inh -6%, B2AR arrestin 0.0%, BRCA1 expr act -13%, ELG1 repair inh 2%, TCR activator 1%, a7 integrin act -11%[7.66 µM] and TSG101-PTAP inh -1%.
Screening Cc1c(CCOC(=O)C23CC4CC(CC(C4)C2)C3)sc[n+]1Cc1ccccc1 returned AT treatment 4%, p53 reactivator -8%, TRPV1 agonist -1, MLL CXXC-DNA inh 6%, B2AR arrestin -0.9%, BRCA1 expr act -26%, ELG1 repair inh -21%, TCR activator -2%[46.1 µM], a7 integrin act -18% and TSG101-PTAP inh -3%.
For CCOc1ccc(-n2c(C)c(C(=O)O)c3cc(OC)ccc32)cc1 the results were AT treatment 9%, p53 reactivator -3%, TRPV1 agonist 1, MLL CXXC-DNA inh 16%, B2AR arrestin -0.6%, BRCA1 expr act 44%, ELG1 repair inh inconclusive, TCR activator 0%, a7 integrin act inconclusive and TSG101-PTAP inh -7%.
For CC(=O)C1=NN(c2ccccc2)C(c2cccs2)N1c1ccc(N(C)C)cc1 (centres undefined) the results were p53 reactivator 4%, TRPV1 agonist 19, MLL CXXC-DNA inh 4%, B2AR arrestin -0.7%, BRCA1 expr act -71%, ELG1 repair inh 16µM*, TCR activator -5%, a7 integrin act -52%[inhibitor] and TSG101-PTAP inh -2%.
For Cc1ccc(NC(=O)C2CCCN(S(=O)(=O)c3cnc[nH]3)C2)cc1F (centres undefined) the results were AT treatment -4%, p53 reactivator -1%, TRPV1 agonist 4, MLL CXXC-DNA inh 2%, B2AR arrestin -0.2%, BRCA1 expr act -8%, ELG1 repair inh -5%, TCR activator 5%, a7 integrin act 8% and TSG101-PTAP inh -5%.
`COc1ccc(C(=O)Nc2cccc(C(C)=O)c2)cc1S(=O)(=O)N1CCOCC1` gave AT treatment 12%, p53 reactivator -2%, TRPV1 agonist 4, MLL CXXC-DNA inh 1%, B2AR arrestin -0.1%, BRCA1 expr act -17%, ELG1 repair inh 3%, TCR activator 1%, a7 integrin act 9% and TSG101-PTAP inh -2%.
OCCCc1nc2n(n1)C(c1ccccc1Cl)C=C(c1cccs1)N2 (centres undefined) was read as AT treatment -3%, p53 reactivator 8%, MLL CXXC-DNA inh -9%, B2AR arrestin 0.0%, BRCA1 expr act -1%, ELG1 repair inh -1%, a7 integrin act 8%[7.66 µM] and TSG101-PTAP inh -17%.
COc1ccc(C(=O)CCC(=O)NCCc2c[nH]c3ccccc23)cc1OC was read as AT treatment 3%, p53 reactivator -3%, TRPV1 agonist 6, MLL CXXC-DNA inh 3%, B2AR arrestin -1.2%, BRCA1 expr act -29%, ELG1 repair inh -5%, TCR activator -2%, a7 integrin act 17% and TSG101-PTAP inh -4%.
For CC(=O)c1sc(Nc2cccc3ccccc23)nc1C the results were BRCA1 expr act 38%, TCR activator 1%, a7 integrin act 21% and TSG101-PTAP inh -3%.
`Cc1noc(C)c1C(=O)Nc1cccc(S(=O)(=O)N2CCCCC2)c1` gave AT treatment 4%, p53 reactivator -1%, TRPV1 agonist 1, B2AR arrestin 0.0%, BRCA1 expr act -16%, ELG1 repair inh -4%, TCR activator 2%, a7 integrin act 21% and TSG101-PTAP inh -9%.
For CC(C)Nc1nnc(SC(C)C(=O)NCc2ccc3c(c2)OCO3)s1 (centres undefined) the results were AT treatment 6%, p53 reactivator -2%, TRPV1 agonist -1, MLL CXXC-DNA inh -3%, B2AR arrestin -0.1%, BRCA1 expr act 0%, ELG1 repair inh 1%, TCR activator -8%, a7 integrin act 14% and TSG101-PTAP inh -7%.
Screening CCCCC(=O)N1CC(=O)Nc2ccc(F)cc2C1c1ccc(F)cc1 (centres undefined) returned AT treatment -12%, p53 reactivator 5%, TRPV1 agonist 22, MLL CXXC-DNA inh -4%, B2AR arrestin -1.0%, BRCA1 expr act -16%, ELG1 repair inh 0%, TCR activator 6%, a7 integrin act -8% and TSG101-PTAP inh 3%.
`O=C(/C=C/c1cc(Br)ccc1F)OCC(=O)N1CCOCC1` gave AT treatment 0%, p53 reactivator 7%, B2AR arrestin -0.7%, BRCA1 expr act -6%, ELG1 repair inh 2%, TCR activator -4%, a7 integrin act -13% and TSG101-PTAP inh -1%.
`CN(CC(=O)NCCc1ccc(S(N)(=O)=O)cc1)CC(=O)Nc1ccc(Cl)cc1` gave AT treatment 7%, p53 reactivator -10%, B2AR arrestin -2.5%, BRCA1 expr act -26%, ELG1 repair inh -2%, TCR activator 1%, a7 integrin act -12% and TSG101-PTAP inh 0%.
